5HT1a ag – 5-HT1a (human) receptor agonism; 65,000 compounds, 0.56% hits; activation, % at 10 µM; CHO 5-HT1a Ga15 NFAT-bla reporter, FRET ratio; 0% basal, 100% maximal reference agonist; P08908;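 active means activation above the screen-wide mean activation plus 3 SD, cut at about 19% in these data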;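 further: 0% = DMSO wells and 100% = 5-CT at EC100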
C1s inh – blocks human complement C1s protease activity; P09871; purified C1s, fluorogenic AMC substrate, pooled mixtures; mean inhibition % of two 10-compound mixtures (active compounds read high), % at 5 µM (by protocol); 62,000 compounds, 0.16% hits; AID 538;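 active means inhibition above 20% in each of the two 10-compound mixture wells holding the compound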;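 further: 0% = enzyme wells lacking compound mixture and 100% = no-enzyme blank wells; some compounds called inactive have numbers as strong as hits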
FXIIa mix inh – inhibitors of human coagulation factor XIIa, pooled mixtures; purified FXIIa, fluorogenic substrate; inhibition, % at 5 µM; P00748; AID 684; 62,000 compounds, 0.2% hits;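 further: 0% = enzyme without compound and 100% = no enzyme blank; some results filed as inactive read as strong as hits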
Cathepsin G inh – blocks human cathepsin G enzyme activity; 62,000 compounds, 0.2% hits; purified enzyme, AMC-tetrapeptide fluorescence, pooled mixtures; inhibition, % at 5 µM (by protocol);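 active means inhibition above 20% in each of the two mixture wells holding the compound; inactive means inhibition of 20% or less in either well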;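 further: 0% = enzyme control without mixture and 100% = blank lacking enzyme; strong numbers were not always called active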
Target sequence (P08311 21-244 limits assumed): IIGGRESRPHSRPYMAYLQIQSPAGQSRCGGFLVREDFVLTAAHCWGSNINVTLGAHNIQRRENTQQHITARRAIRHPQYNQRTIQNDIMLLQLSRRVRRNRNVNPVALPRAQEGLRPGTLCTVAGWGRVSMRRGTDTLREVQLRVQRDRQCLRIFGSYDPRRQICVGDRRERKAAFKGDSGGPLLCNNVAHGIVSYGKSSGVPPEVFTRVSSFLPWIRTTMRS
CatL block – blocks human cathepsin L protease activity | P07711 | purified cathepsin L, fluorogenic substrate, fluorescence | inhibition, %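 (tested at 10 µM)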 | 58,000 compounds, 0.17% hits | AID 460; in the data active means inhibition above about 45%;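 further: 0% = enzyme with no compound and 100% = no enzyme blank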
Target sequence (P07711 114-288 limits assumed): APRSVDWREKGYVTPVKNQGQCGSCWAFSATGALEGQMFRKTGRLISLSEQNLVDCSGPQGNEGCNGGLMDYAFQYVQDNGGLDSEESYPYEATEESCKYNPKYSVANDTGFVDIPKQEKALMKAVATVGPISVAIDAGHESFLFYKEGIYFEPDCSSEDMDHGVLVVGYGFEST
Target sequence (P07711 292-333 limits assumed): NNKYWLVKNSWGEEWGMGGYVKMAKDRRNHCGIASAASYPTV
Cdc25B inh – inhibitors of human Cdc25B phosphatase. P30305. recombinant Cdc25B, OMFP fluorescence Ex485/Em525. inhibition, %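 (compounds tested at 10 µM final in the well)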. 65,000 compounds, 0.1% hits. AID 368; in the data active means inhibition above about 50%
Hsp90 inh – displaces geldanamycin probe from tumor Hsp90 | P07900 | NCI-N417 lysate Hsp90, Cy3B-geldanamycin FP displacement | inhibition, % at 30 µM | 64,000 compounds, 0.35% hits;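 active means inhibition above 50%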;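 further: 0% = tracer plus lysate wells and 100% = tracer alone without lysate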
FXIa inh mix – inhibitors of human coagulation factor XIa, pooled mixtures; purified FXIa, fluorogenic substrate; inhibition, % at 5 µM; 62,000 compounds, 0.19% hits; AID 680;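 further: each value is inhibition by a whole ten-compound pool holding the compound; 0% = enzyme with no mixture and 100% = wells lacking enzyme; strong numbers were not always called active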
MKP-1 inh – blocks human MKP-1 phosphatase activity. inhibition, %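 (compounds tested at a single concentration somewhere between 10 and 100 µM)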. 65,000 compounds, 0.15% hits. recombinant MKP-1, OMFP hydrolysis fluorescence. P28562;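 active means inhibition above about 50%, limit read from the data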;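 further: 0% = DMSO max control wells and 100% = wells with enzyme stopped by NaOH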
Target sequence (P28562 whole entry, looked up): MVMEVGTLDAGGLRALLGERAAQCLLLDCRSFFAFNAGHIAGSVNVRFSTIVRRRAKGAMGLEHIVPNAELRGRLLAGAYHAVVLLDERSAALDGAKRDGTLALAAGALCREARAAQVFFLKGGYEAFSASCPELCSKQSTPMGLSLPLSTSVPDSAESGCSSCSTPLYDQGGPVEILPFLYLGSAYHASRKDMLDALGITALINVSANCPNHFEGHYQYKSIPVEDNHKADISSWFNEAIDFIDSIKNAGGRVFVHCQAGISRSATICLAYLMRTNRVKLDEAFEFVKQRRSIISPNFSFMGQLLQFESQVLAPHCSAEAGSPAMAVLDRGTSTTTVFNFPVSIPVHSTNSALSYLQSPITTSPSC
The depositor's hits bear a star; nt = no result given. Unless noted, no stated cut-off is given here; in the data, active means inhibition above about 20% (passing the limit was not always enough); inactive means the rest.

canonical_smiles,Hsp90 inh,5HT1a ag,Cathepsin G inh,FXIIa mix inh,CatL block,Cdc25B inh,MKP-1 inh,FXIa inh mix,C1s inh
O=C(NC1CCCCC1)C1CCN(c2nnnn2-c2ccccc2)CC1,0,-1.1,-4,4,10,-17,-26,7,-46
C=CCn1c(=O)/c(=C/c2ccc(F)cc2)s/c1=C(\C#N)c1nnc2n1CCCCC2,-2,-1.8,8,4,11,-3,19,1,6
COc1cc(S(=O)(=O)N2CCCCC2)ccc1NC=O,nt,nt,8,12,2,-20,16,4,-5
Clc1cccc(Nc2c3c(nc4ncnn24)CCC3)c1,-1,-1.4,4,1,4,-1,0,5,-2
CC(NC(=O)C1CCCN(S(=O)(=O)c2cnc[nH]2)C1)c1ccccc1 (configuration not stated),-2,-1.6,3,11,10,-9,3,-2,-32
O=C(c1csc2c1CCCC2)N1CCN(c2ccccc2)CC1,-1,-3.0,2,-9,-5,-9,3,-10,-83
O=C(c1ccccc1)N(c1ccccc1)C1C=CS(=O)(=O)C1 (configuration not stated),4,-3.5,-5,3,-8,-2,-7,-3,-17
COC(=O)c1ccccc1NC(=O)Nc1cc(C)cc(C)n1,-8,-1.2,4,0,4,-14,-1,2,9
COCCn1nnnc1C(c1cccs1)N1CCN(c2nc3ccccc3s2)CC1 (configuration not stated),4,-0.9,-4,3,-4,-10,25,4,-5
COc1cc(OC)c(C(=O)Nc2ccc(S(=O)(=O)Nc3ncccn3)cc2)cc1OC,-1,-0.7,9,17,0,-15,-3,4,13
CCC(C)NC(=O)CN(c1ccc2c(c1)OCO2)S(=O)(=O)c1c(C)n[nH]c1C (configuration not stated),-3,-2.8,9,-18,nt,-8,9,-3,-2
COc1ccc(OC)c2sc(NC(=O)c3ccc(S(=O)(=O)N(C)C)cc3)nc12,-3,0.1,9,2,8,-15,8,4,9
Cn1c(=O)cc(OCC(=O)Nc2ccccn2)c2ccccc21,-3,-5.2,5,14,-4,-13,1,6,1
CCn1c(NCc2cc(OC)ccc2OC)nc2ccccc21,0,-4.1,nt,nt,nt,-6,-6,nt,nt
Cc1cccc(OCC(O)CN2C(C)(C)CC(O)CC2(C)C)c1 (configuration not stated),-2,-2.6,0,4,8,-8,-9,5,-11
CCOC(=O)c1ccc2c(c1)nc(SCC(=O)N1CCCCC1)n2CC,3,-1.0,12,7,5,4,7,26,26
CC(C(=O)N1CCN(C=O)CC1)N1C(=O)c2ccccc2C1=O (configuration not stated),4,-4.4,7,-16,8,-6,-15,0,5
C=CCNC(=O)Nc1ccc(OCC)cc1,0,-6.2,8,5,19,-2,-9,10,10
O=C(NC1CCN(Cc2ccccc2)CC1)C1CCCN(c2nnc(-n3cccc3)s2)C1 (configuration not stated),-7,-5.7,7,-18,4,-4,5,-3,4
CCSc1cc(C2C(C#N)=C(N)OC(C)=C2C(=O)OC)c(C)o1 (configuration not stated),-2,-1.3,13,-17,nt,-8,10,6,14
CC(=O)Nc1ccccc1-c1ccc(C)o1,-2,0.3,-6,-8,nt,-6,18,0,-29
Cc1ccccc1-n1c(SCC(=O)NCc2cccs2)nnc1-c1ccncc1,-5,1.8,1,13,-3,-15,28,4,-8
COC(=O)C1=C(C)N(c2ccc(OC)c(OC)c2)C(=O)C1,-2,0.6,10,3,31,2,-11,4,14
O=C(CSc1nc2c(cnn2-c2ccc(F)cc2)c(=O)[nH]1)N1CCCc2ccccc21,nt,0.9,-5,1,-1,-4,26,-4,-27
CCCc1nc2oc3c(NCc4ccccn4)ncnc3c2c2c1COC(C)(C)C2,-5,0.9,-8,-21,5,0,9,2,-16
COc1cc(CO)cc(Br)c1OCC(=O)O,1,0.4,-11,4,8,-5,-3,-1,-22
CCOC(=O)c1c(NC(=O)CSc2nnc(CN3CCOCC3)n2C)sc2c1CCCC2,-3,2.8,21,3,7,-7,39,14,25
CCN(CC)c1ccc(NC(=O)CSc2nc(C)cc(=O)[nH]2)cc1,-2,0.3,-2,7,-1,4,10,5,1
Cc1cccc(-c2noc(Cc3ccc(Cl)cc3)n2)c1,3,-1.0,10,5,-5,1,4,1,6
CCOC(=O)C1CCCN(c2c(NCCc3ccc(S(N)(=O)=O)cc3)c(=O)c2=O)C1 (configuration not stated),-3,-3.2,-2,5,nt,-6,-3,0,0
CCOC(=O)CSc1nc2ccccc2c(=O)n1CCN1CCOCC1,-4,-2.9,11,-31,12,-16,6,2,19
CCOC(=O)c1[nH]c2ccccc2c1NC(=O)c1nonc1C,nt,-0.5,-7,6,4,-9,-2,10,-20
Cc1ccc(S(=O)(=O)NCCSc2nnnn2-c2ccc(C(N)=O)cc2)cc1,0,-4.5,-9,6,-2,-10,4,2,1
OCCN1CCN(CCSc2ccccc2)CC1,-8,-1.6,-2,9,-9,-3,-29,8,0
CC(C)CCNC(=O)[C@H](CC(C)C)NC(=O)[C@H]1O[C@@H]1C(=O)O,-6,0.2,11,2,99*,-9,-22,5,13
C=CCn1c(SCC(=O)Nc2ccc(C(=O)OC(C)C)cc2)nnc1-c1cccs1,2,0.1,9,-2,16,-6,-8,3,10
Cc1cc2oc(=O)cc(CN3CCN(S(=O)(=O)c4ccc5c(c4)OCCO5)CC3)c2cc1C,0,-3.5,8,0,1,-11,29,3,-2
Cc1cc(=O)oc2cc(NC(=O)CCCC(=O)O)ccc12,-3,-4.4,-2,-1,-17,3,5,3,-20
C/C(Cl)=C/Cn1c(SCc2ccc(Cl)cc2)nc2c1c(=O)[nH]c(=O)n2C,-1,-0.2,9,5,-6,1,9,3,9
CCOC(=O)N1CCN(CC(=O)Nc2cc(C)nn2-c2nc3ccccc3s2)CC1,1,2.1,-1,-1,-15,-23,6,4,1
CC(C)(CSc1nncn1/N=C/c1ccco1)NS(=O)(=O)c1ccc(Cl)cc1,-2,0.1,-2,9,-1,-28,21,2,5
CCN(CC)C(=O)Oc1ccc(Cl)c2ccccc12,-1,-0.4,7,8,nt,-10,-8,-2,2
O=C(O)c1ccc2cccc(Cl)c2c1O,-12,-3.1,-16,7,16,-4,7,-6,-23
Cc1cc(=O)oc(C)c1C(=O)NCC(C)C,-4,0.8,nt,nt,34,5,-13,nt,nt
O=C(c1ncn[nH]1)N1CCN(c2nc(-c3ccccc3)cs2)CC1,-4,-3.5,2,-10,-9,-2,-3,4,0
O=C(NCC1CCCO1)NC1(C(F)(F)F)Oc2ccccc2O1 (configuration not stated),nt,1.8,10,15,-5,-11,5,-1,13
O=C(Nc1ccc(Br)cc1)c1cnccn1,-13,-1.1,6,-20,5,-2,5,0,-11
Cc1ccc(C)n1Cc1ccc(C(=O)O)cc1,-4,-0.7,nt,nt,2,-13,3,nt,nt
Cn1c(=NC(=O)c2ccco2)sc2cccc(F)c21,-3,-1.4,-2,10,20,-25,-5,7,-10
Cn1nnnc1SCC(=O)Nc1cc(C(C)(C)C)nn1-c1ccccc1,-5,-0.2,-3,4,4,-5,28,-1,1

Remaining list, next part.
canonical_smiles,Hsp90 inh,5HT1a ag,Cathepsin G inh,FXIIa mix inh,CatL block,Cdc25B inh,MKP-1 inh,FXIa inh mix,C1s inh
Cc1cc(OC(=O)c2ccc(S(=O)(=O)N(C)C)cc2)cc(=O)o1,-1,-0.2,6,6,9,-10,4,-1,-28
N#Cc1c(NC(=O)CSc2ncnc3c2cnn3-c2ccccc2Cl)sc2c1CCCC2,-5,-0.4,-19,-11,17,-11,5,-47,-117
CCCCn1c(SCC(=O)Nc2nnc(C(C)C)s2)nc2c1c(=O)n(C)c(=O)n2C,-1,-0.5,1,-21,6,5,13,12,2
Cn1c(=O)[nH]c(=O)c2c1nc(CN1CCN(c3ccc(F)cc3)CC1)n2CCN1CCOCC1,-3,-3.4,-11,7,nt,-9,8,-1,-27
c1ccc(-c2nn3c(Cn4nnc5ccccc54)nnc3s2)cc1,-10,-4.8,-7,5,4,-11,13,0,-32
CSc1nsc(SCC(=O)Nc2ccccn2)n1,-8,-0.6,-3,-17,-5,5,-33,3,1
Cc1ccc(C)n1-c1ccncc1,-2,-2.1,12,7,14,-8,20,4,6
CCOC(=O)CSc1nnc(CNC(=O)c2cccc(C)c2)n1-c1ccccc1OC,1,-1.5,1,6,-1,0,10,9,-19
CCOC(=O)C1CCCN(C(=O)Cn2sc3nc(C)cc(C)c3c2=O)C1 (configuration not stated),-1,-4.6,-1,11,nt,-5,2,0,-17
Cc1cc(=S)n(-c2ccccc2)n1C,-5,0.5,0,6,11,-7,-1,-1,-10
O=C(CNC(=O)c1cnccn1)Nc1ccc(F)c(F)c1F,nt,0.6,-3,7,7,-14,2,4,-17
Cc1ccc(-c2csc3ncn(/N=C/N(C)C)c(=O)c23)o1,-2,-2.3,12,5,8,-16,1,1,-1
COc1ccc(OC)c(NC(=O)CSc2nnc(-c3ccco3)n2-c2ccccc2)c1,-1,5.6,3,16,13,-20,7,3,5
Cc1nc2sc(C(c3ccccc3)N3CC(C)OC(C)C3)c(O)n2n1 (configuration not stated),2,1.3,11,3,2,1,2,2,38
O=C(c1cnn2c(C(F)(F)F)cc(-c3ccco3)nc12)N1CCc2ccccc2C1,-20,1.4,-2,2,1,-1,-5,3,-2
C=CCn1c(N2C(=O)CC(Cc3ccccc3)C2=O)nc2ccccc21 (configuration not stated),-1,1.1,11,7,6,0,-14,4,12
Cc1ccc(S(=O)(=O)N2CCN(C(=O)CCC(=O)NC3CCCc4ccccc43)CC2)cc1 (configuration not stated),-2,-1.1,-1,-15,18,-17,8,-8,-69
CCOC(=O)CSc1nnc(Cn2c(=O)sc3ccccc32)n1C,1,-1.9,6,8,-6,-11,-10,0,4
O=C(c1ccc2c(c1)OCO2)N1CCCc2ccccc21,-6,-3.4,nt,nt,nt,3,-3,nt,nt
CCc1oc(C(=O)O)cc1COC,-7,-2.6,nt,nt,nt,-2,5,nt,nt

Assay outcomes from PubChem BioAssay.
